High-throughput results as filed in PubChem BioAssay.
RPL19A-GFP yeast: alters RPL19A-GFP fluorescence in TOR pathway yeast screen | percent response vs DMSO, % at 10 µM | S. cerevisiae RPL19A-GFP strain, flow cytometry, 3 h; hits give low values | 330,000 tested, 0.3% active;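 active = percent response vs DMSO below 50%; inconclusive = fewer than 70 events counted for the yeast strain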;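 also: median channel GFP fluorescence of the barcoded RPL19A-GFP strain; ratio of sample median GFP to plate DMSO average so 100% = DMSO; lower means less RPL19A-GFP as with rapamycin TOR inhibition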
LAP4-GFP MLPCN: yeast TOR pathway LAP4-GFP modulation; S. cerevisiae LAP4-GFP multiplex, flow cytometry GFP, 3 h; median GFP as percent of DMSO wells; GFP response vs DMSO, % at 10 µM; 320,000 tested, 0.34% active; AID 2023;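 active = GFP response vs DMSO above a set limit, about the screen mean plus 3 SD, cut at about 150% in these data; inconclusive = under 70 cell events counted for the yeast strain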
Efflux pump mplx: blocks antifungal efflux pumps in multiplex yeast assay. S. cerevisiae Candida pump triplex, Nile Red efflux. inhibition, % at 10 µM. 330,000 tested, 0.44% active. AID 485275;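 active = plate passing quality check with inhibition over a set limit, or well fluorescence over plate mean plus 4 SD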;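 also: Nile Red retained in pooled yeast measured as flow cytometry median fluorescence; 0% = buffer negative control and 100% = Enniatin B positive control; higher means more Nile Red kept so more efflux inhibition; some compounds called inactive have numbers as strong as hits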
AGP1 TOR yeast: modulators of TOR pathway AGP1-GFP in S. cerevisiae; S. cerevisiae AGP1-GFP multiplex flow cytometry, 3 h; GFP as percent of DMSO wells; GFP response vs DMSO, % at 10 µM; 320,000 tested, 0.02% active; AID 2066;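 active = GFP response relative to DMSO above a set limit, near screen average plus 3 SD, cut at about 150% in these data; inconclusive = fewer than 70 cells counted for the yeast strain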;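 also: median GFP channel fluorescence of the gated AGP1 strain per well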
Yeast superoxide: lowers age-related superoxide in aged yeast cells; S. cerevisiae aged cells, superoxide DHE fluorescence; hits give low values; superoxide response (% of plate mean), % at 10 µM; 330,000 tested, 0.18% active; AID 2690;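 active = superoxide response under a set limit, about three screen SD below normal, cut at about 65% in these data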;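 also: yeast aged for seven days with compound at 30 °C before DHE staining; 100% = average MFI of all compound-treated wells on the plate with controls excluded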
MEP2-GFP yeast: modulators of TOR pathway MEP2-GFP in S. cerevisiae; 330,000 tested, 0.51% active; GFP response vs DMSO, % at 10 µM; S. cerevisiae MEP2-GFP strain, flow cytometry GFP, 3 h; 100% = DMSO control level; AID 2016;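 active = GFP response versus DMSO above a set limit, roughly screen mean plus 3 SD, cut at about 180% in these data; inconclusive = fewer than 70 cells counted for a yeast strain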;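 also: median GFP fluorescence of the barcode-gated MEP2-GFP cells per well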
AHR activator: activates the human aryl hydrocarbon receptor. AHR-responsive luciferase reporter cells, luminescence. AID 2796. activation, % at 5 µM. P35869. 320,000 tested, 2.5% active; in the data active = activation above about 47%;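 also: 0% = vehicle wells and 100% = reference agonist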
Target sequence (P35869 whole entry, looked up): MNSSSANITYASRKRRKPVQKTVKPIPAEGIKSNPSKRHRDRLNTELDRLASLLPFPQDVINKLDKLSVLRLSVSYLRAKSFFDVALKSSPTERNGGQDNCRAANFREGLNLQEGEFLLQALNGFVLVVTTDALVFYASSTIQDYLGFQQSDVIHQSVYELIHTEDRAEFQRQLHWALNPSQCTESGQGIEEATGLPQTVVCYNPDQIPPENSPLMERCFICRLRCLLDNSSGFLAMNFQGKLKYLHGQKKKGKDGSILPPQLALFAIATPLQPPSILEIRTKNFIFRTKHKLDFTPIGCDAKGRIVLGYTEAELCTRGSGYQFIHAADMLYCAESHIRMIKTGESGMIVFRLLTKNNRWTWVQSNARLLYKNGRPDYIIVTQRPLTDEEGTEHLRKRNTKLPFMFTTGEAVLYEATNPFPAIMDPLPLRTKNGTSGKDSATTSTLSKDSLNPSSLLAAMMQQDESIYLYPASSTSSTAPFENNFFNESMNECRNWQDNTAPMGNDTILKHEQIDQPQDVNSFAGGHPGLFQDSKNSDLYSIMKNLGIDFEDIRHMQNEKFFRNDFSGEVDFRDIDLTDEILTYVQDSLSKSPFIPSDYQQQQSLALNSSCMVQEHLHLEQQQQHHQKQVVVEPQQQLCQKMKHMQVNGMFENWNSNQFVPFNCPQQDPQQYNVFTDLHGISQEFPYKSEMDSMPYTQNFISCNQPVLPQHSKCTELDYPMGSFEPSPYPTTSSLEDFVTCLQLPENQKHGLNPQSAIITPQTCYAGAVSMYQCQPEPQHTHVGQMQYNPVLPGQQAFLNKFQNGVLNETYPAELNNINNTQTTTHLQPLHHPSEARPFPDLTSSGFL
CIT2-GFP yeast: modulators of TOR pathway CIT2-GFP in S. cerevisiae; S. cerevisiae CIT2-GFP strain, flow cytometry, 3 h; 100 means same as DMSO wells; GFP response vs DMSO, % at 10 µM; 320,000 tested, 0.065% active;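 active = GFP response relative to DMSO above a set limit, near the screen mean plus 3 SD, cut at about 150% in these data; inconclusive = Fewer than 70 cells measured for a yeast strain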;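 also: ratio of well median GFP fluorescence to mean of DMSO wells on the plate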
* hit, by the source's call; ? = inconclusive; / = no result given; [ ] = dose if it differs, or a comment.

| SMILES | RPL19A-GFP yeast | LAP4-GFP MLPCN | Efflux pump mplx | AGP1 TOR yeast | Yeast superoxide | MEP2-GFP yeast | AHR activator | CIT2-GFP yeast |
| --- | --- | --- | --- | --- | --- | --- | --- | --- |
| CCOc1cc(NC(=O)CCl)c(OCC)cc1NC(=O)CCl | 99 | 103 | 0.0 | 105 | 98 | 104 | 11 | 102 |
| COc1ccccc1CNC(=O)CSc1nc2ccccc2c(=O)n1CCCN1CCOCC1 | 109 | 103 | -0.1 | 105 | 85 | 117 | 3 | 110 |
| O=C(c1cccc(Cl)c1)N1CCC(=O)N(C(CO)Cc2ccccc2)CC1 (stereo not drawn) | 98 | 93 | 0.0 | 104 | 93 | 103 | 1 | 98 |
| O=C(c1cncs1)N1CCCC(CNS(=O)(=O)c2cccs2)C1 (stereo not drawn) | 103 | 89 | 0.0 | 90 | 90 | 87 | 0 | 83 |
| Cc1cccc(C(=O)O/N=C(\N)Cc2cccc3ccccc23)c1 | 104 | 100 | 0.3 | 63 | 128 | 95 | 17 | 116 |
| Cc1nn(C)c(Cl)c1NC(=O)OCc1ccc(Cl)cc1Cl | 99 | 108 | 0.0 | 101 | 98 | 103 | -5 | 95 |
| CS(=O)(=O)NCCSc1nnnn1-c1ccccc1 | 99 | 103 | -0.1 | / | 101 | 96 | 1 | 103 |
| COC(=O)c1ccccc1NC(=O)/C=N/O | 113 | 110 | 0.1 | 111 | 104 | 112 | 2 | 100 |
| Cc1ccsc1CN(C)C(=O)C(NC(=O)c1cccc(S(=O)(=O)N2CCOCC2)c1)C(C)C (stereo not drawn) | 100 | 100 | -0.1 | 103 | 104 | 104 | 6 | 98 |
| CC(=O)Nc1ccc(NC(=O)CSc2nnc(-c3ccco3)o2)cc1 | 105 | 105 | -0.2 | 104 | 100 | 103 | 0 | 111 |
| COc1ccc(NS(=O)(=O)c2ccc(C)c(C(=O)N3CCC3)c2)cc1 | 94 | 94 | 0.1 | 101 | 83 | 93 | -3 | 89 |
| Cc1ccc(C(=O)OCC(=O)Nc2sc3c(c2C#N)CCCCC3)cc1NC(=O)c1ccco1 | 63[may fluoresce violet] | 97[may fluoresce violet] | 0.2 | 18[may fluoresce violet] | 109 | 155[may fluoresce violet] | 5 | ? |
| C=CCc1cccc2cc(C(=O)N3CCN(C(=O)OCC)CC3)c(=O)oc12 | 93 | 85 | -0.1 | 95 | 92 | 91 | 1 | 97 |
| CC1(C)NC(=O)N(CC(=O)O)C1=O | 99 | 91 | 0.2 | 94 | 107 | 95 | 4 | 91 |
| CC1CC(C)CN(S(=O)(=O)c2ccc(NC(=O)CCN3C(=O)C4CC=CCC4C3=O)cc2)C1 (stereo not drawn) | ? | ? | 0.7 | ? | 106 | ? | -1 | ? |
| COc1ccc(-c2nc(CS(=O)CC(=O)N3CCOCC3)c(C)o2)cc1OC (stereo not drawn) | 102 | 92 | 0.0 | 100 | 71 | 105 | -1 | 95 |
| CN1CCCCc2c1nc1ccccc1c2N (tested in a mixture with another compound) | 99 | 102 | -0.1 | 109 | 117 | 105 | 26 | 104 |
| CC(C)=C(NC(=O)c1ccccc1)C(=O)N/N=C/c1ccc(O)cc1 | 104 | 86 | 0.3 | 101 | 103 | 104 | 5 | 106 |
| CC(=O)c1ccc(-n2c(CCC(=O)O)ccc2-c2ccc(C)cc2)cc1 | 105 | 102 | -0.1 | 102 | 112 | 100 | 6 | 98 |
| Cn1c(SCC(=O)N/N=C/C=C\c2ccco2)nc2ccccc21 | 93 | 90 | 0.0 | 94 | 97 | 95 | 9 | 90 |
| COc1ccc(OC)c(S(=O)(=O)N2CCC(C(=O)NCC3CCCO3)CC2)c1 (stereo not drawn) | 95 | 103 | -0.1 | 98 | 92 | 105 | 1 | 100 |
| CCOc1ccc(CCNC(=O)COC(=O)/C=C/c2ccccc2OC)cc1OCC | 95 | 101 | 0.1 | 89 | 103 | 94 | -2 | 66 |
| CN1C(=O)/C(=C\c2ccc(OC(=O)c3ccco3)cc2)SC1=S | 98 | 116 | 0.1 | 100 | 113 | 97 | 2 | 96 |
| CC1(C)CC(=O)C(C=Nc2ccc(O)cc2)=C(O)C1 | 92 | 96 | 0.9 | 94 | 93 | 91 | 0 | 95 |
| Cc1nnc(SCc2cc(=O)[nH]c(N3CCN(C)CC3)n2)s1 | 95 | 96 | -0.2 | 98 | 119 | 97 | -5 | 97 |
| CN1CCN(NC(=O)c2ccc(Br)s2)CC1 | 99 | 104 | -0.2 | 102 | 109 | 108 | 0 | 101 |
| O=C(NCCS(=O)(=O)NCc1ccccc1)c1ccccc1 | 106 | 101 | -0.2 | 113 | 102 | 102 | -1 | 107 |
| CC(C)c1nnc(NC(=O)CN(C)S(=O)(=O)c2ccc3c(c2)OCCO3)s1 | 88 | 84 | 0.2 | 84 | 117 | 94 | 2 | 86 |
| CC(=O)c1c(C)[nH]c(C(=O)OCC(=O)N2CCN(S(=O)(=O)c3ccc(C)cc3)CC2)c1C | 95 | 103 | -0.2 | 105 | 95 | 98 | 1 | 98 |
| CCCOc1ccc(C(=O)N(Cc2cccs2)C2CCS(=O)(=O)C2)cc1 (stereo not drawn) | 103 | 98 | 0.9 | 102 | 95 | 91 | 2 | 100 |
| Cc1[nH]c2ccccc2c1SCCN | 99 | 97 | 0.1 | 93 | 118 | 97 | 4 | 92 |
| CC1CCC(N2CCN(c3ncccn3)CC2)CC1 (stereo not drawn) | 105 | 113 | -0.1 | / | 93 | 108 | 1 | 115 |
| Cc1cc(NC(=O)CCC(=O)N(CCC(C)C)C(C(=O)NCC2CCCO2)c2ccccc2C)no1 (stereo not drawn) | 101 | 104 | -0.4 | 110 | 88 | 100 | 0 | 110 |
| O=C(Cc1ccccc1)NCC(=O)OCC(=O)c1cccs1 | 102 | 101 | 0.0 | 104 | 104 | 102 | 0 | 104 |
| CCN(C(=O)COC(=O)c1ccc2c(=O)n3c(nc2c1)CCC3)C1CCS(=O)(=O)C1 (stereo not drawn) | 101 | 99 | 0.0 | 101 | 95 | 102 | -2 | 105 |
| CC(=O)N1CCc2ccc(NC(=O)c3c(-c4c(Cl)cccc4Cl)noc3C)cc21 | 94 | 107 | 0.0 | 101 | 103 | 93 | 5 | 95 |
| Cc1cc2oc(=O)cc(Cn3ccnc3)c2cc1C | 96 | 102 | 0.2 | 103 | 107 | 109 | 3 | 96 |
| CCCCc1ccc(S(=O)(=O)Nc2ccc(C)c(NS(C)(=O)=O)c2)cc1 | 97 | 110 | -0.1 | 112 | 98 | 100 | -4 | 99 |
| O=c1c2ccccc2nc(SCc2ccc([N+](=O)[O-])cc2)n1-c1ccc(Cl)cc1 | 102 | 86 | 0.1 | 94 | 100 | 98 | 1 | 98 |
| COc1ccc(CCNC(=O)c2c([S-])n(-c3ccc(C)cc3)c3cccc[n+]23)cc1 | 97 | 110 | 0.0 | 100 | 97 | 99 | 0 | 98 |
| Cc1ccc(CNC(=O)C2CCCN2C(=O)NCc2ccccc2)cc1 (stereo not drawn) | 96 | 98 | -0.2 | 103 | 100 | 102 | -5 | 109 |
| COc1ccc(N(C)C(=O)Cc2c(C(=O)O)[nH]c3ccccc23)c(OC)c1 | 96 | 113 | 0.0 | 98 | 108 | 99 | 17 | 91 |
| CCN(CC)c1c([N+](=O)[O-])c(=O)n(CC)c2ccccc12 | 94 | 112 | 0.0 | 94 | 102 | 101 | 7 | 96 |
| CC(=O)Nc1cccc2c1C(=O)N(c1ccc(OC(C)=O)cc1)C2=O | 95 | 103 | -0.1 | 92 | 101 | 97 | 11 | 105 |
| Cc1ccc2nc(C)c(C(=O)N/N=C/c3ccccc3[N+](=O)[O-])cc2c1 | 107 | 98 | -0.3 | 106 | 97 | 103 | 7 | 105 |
| COc1ccc(NC(=S)NCc2cccs2)cc1OC | 96 | 105 | 0.1 | 103 | 101 | 90 | 2 | 87 |
| O=C(Nc1cc([N+](=O)[O-])ccc1Cl)c1cccnc1 | 104 | 86 | -0.2 | 94 | 97 | 105 | 0 | 100 |
| CN1CCN(S(=O)(=O)c2cccc(C(=O)NC3(C)CCS(=O)(=O)C3)c2)CC1 (stereo not drawn) | 99 | 103 | -0.1 | 93 | 106 | 99 | -1 | 84 |
| CCOC(=O)c1cnc2ccc(C)cc2c1Sc1ccc(F)cc1 | 98 | 98 | -0.1 | 101 | 99 | 97 | 2 | 88 |
| NC(=O)CCn1nc(-c2ccc(Cl)cc2)c2ccccc2c1=O | 108 | 105 | -0.2 | 107 | 101 | 107 | -2 | 112 |
| CN1CCN(C(=O)C2=C[C@H](c3coc4ccccc4c3=O)C[C@H](OCc3ccc(CO)cc3)O2)CC1 | 95 | 92 | 0.1 | 95 | 110 | 94 | 0 | 93 |
| COc1ccccc1NS(=O)(=O)c1ccc(C(=O)NCC(c2ccco2)N(C)C)cc1 (stereo not drawn) | 99 | 99 | 0.1 | 99 | 122 | 99 | 4 | 97 |
| O=C(CSc1nnc(-c2ccncc2)n1-c1ccc(F)cc1)NC(=O)NCc1ccco1 | 102 | 102 | -0.2 | 102 | 104 | 104 | -2 | 102 |
| CCOc1ccc(NC(=O)N(CCCN2CCOCC2)Cc2cccnc2)cc1 | 101 | 103 | -0.3 | 103 | 99 | 103 | -3 | 97 |
| CCN(CC)CCNC(=S)Nc1ccc2nc(N3CCOCC3)cc(C)c2c1 | 98 | 96 | -0.1 | 93 | 107 | 96 | 0 | 96 |
| CCc1cc(C(=O)Nc2ccc(S(=O)(=O)NC3=NCCCCC3)cc2)sc1C | 97 | 112 | -0.1 | 110 | 106 | 96 | -1 | 110 |
| COc1ccc(CCNC(=O)CSc2cn(Cc3ccccc3)c3ccccc23)cc1OC | 101 | 97 | 0.0 | 99 | 96 | 99 | 2 | 90 |
| COc1ccccc1C(CCNCc1ccccc1)c1ccc(OC(C)C)cc1 (stereo not drawn) | 86 | / | 0.2 | 82 | 114 | 88 | 2 | 80 |
| CCC(=O)N1CCN(c2ccc(Cl)cc2NC(=O)c2ccc3c(c2)OCCO3)CC1 | 99 | 112 | 0.8* | 91 | 99 | 102 | -12 | / |
| O=C(O)c1cccnc1Br | 105 | 89 | 0.0 | 97 | 98 | 104 | 2 | 101 |

(list continues)
| SMILES | RPL19A-GFP yeast | LAP4-GFP MLPCN | Efflux pump mplx | AGP1 TOR yeast | Yeast superoxide | MEP2-GFP yeast | AHR activator | CIT2-GFP yeast |
| --- | --- | --- | --- | --- | --- | --- | --- | --- |
| CCn1nc(C)c(CCC(=O)O)c1C | 102 | 103 | 0.0 | 105 | 96 | 100 | 0 | 101 |
| O=C(COC(=O)CNS(=O)(=O)/C=C/c1ccccc1)NC1CCS(=O)(=O)C1 (stereo not drawn) | 100 | 102 | 0.0 | 107 | 107 | 106 | 2 | 99 |
| Cc1csc(N(C(=O)c2cccc(S(=O)(=O)N(C)C)c2)c2ccccc2)n1 | 97 | 90 | -0.1 | 101 | 81 | 98 | 5 | 107 |
| COc1ccc(/C=C/C(=O)NC(=S)N2CCOCC2)cc1 | 94 | 95 | 0.1 | 96 | 97 | 92 | 3 | 98 |
| CC(=O)Nc1ccc(S(=O)(=O)N2CCN(CCc3ccccc3)CC2)cc1 | 98 | 102 | -0.3 | 105 | 98 | 101 | -1 | 97 |
| O=C1Nc2ccccc2/C1=C/c1cccnc1 | 102 | 101 | -0.1 | 97 | 96 | 112 | 13 | 104 |
| Cc1cc2c(cc1S(=O)(=O)N1CCc3ccccc31)NC(=O)CO2 | 110 | 114 | 0.0 | 109 | 104 | 108 | -3 | 103 |

Outcome played no part in choosing rows; about 3.9% have a hit in one of these screens.
